Bioassay records from PubChem.
FEN1 inh = human FEN1 inhibition | 0.35% of 390,000 active | Recombinant FEN1 flap cleavage, fluorescence, 15 min | Potency, µM (top dose mostly 114 µM), for the others: at the highest dose activity change, negative = inhibition, usual class: inhibitors | P39748; note: nearly all actives have a fitted effect of over 65% in size
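FEN1 at 10 nM preincubated with compounds 15 min at room temperature, then flap DNA substrate added at 50 nM final. Signal read at 0 and 15 min; concentration-response fitted with four-parameter Hill equation.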
TDP1 cell CPT = DT40-hTDP1 cell growth loss with CPT; Potency, µM (series often up to 46.2 µM), for the others: top-dose activity change, negative = growth inhibition, hits mostly inhibitors; 12% of 420,000 active; chicken DT40 Tdp1-/-;hTDP1 cells + 20 nM CPT, ATP luminescence, 48 h; AID 686979; note: nearly all actives have a fitted effect of over 55% in size
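Chicken DT40 Tdp1-/- cells complemented with human TDP1, 400 cells/well, exposed to compounds plus 20 nM camptothecin for at least 48 h at 37 C; viability read as ATP content by CellTiter-Glo luminescence.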
GCN5L2 inh = blocks human GCN5L2 histone acetyltransferase; Q92830; GCN5L2 HAT assay, ThioGlo1 CoA-SH fluorescence; 0.21% of 390,000 active; Potency, µM (top dose mostly 58.9 µM), for inactives: top-dose activity change, negative = inhibition, usual class: inhibitors; AID 504327
Target sequence (Q92830 whole entry, looked up): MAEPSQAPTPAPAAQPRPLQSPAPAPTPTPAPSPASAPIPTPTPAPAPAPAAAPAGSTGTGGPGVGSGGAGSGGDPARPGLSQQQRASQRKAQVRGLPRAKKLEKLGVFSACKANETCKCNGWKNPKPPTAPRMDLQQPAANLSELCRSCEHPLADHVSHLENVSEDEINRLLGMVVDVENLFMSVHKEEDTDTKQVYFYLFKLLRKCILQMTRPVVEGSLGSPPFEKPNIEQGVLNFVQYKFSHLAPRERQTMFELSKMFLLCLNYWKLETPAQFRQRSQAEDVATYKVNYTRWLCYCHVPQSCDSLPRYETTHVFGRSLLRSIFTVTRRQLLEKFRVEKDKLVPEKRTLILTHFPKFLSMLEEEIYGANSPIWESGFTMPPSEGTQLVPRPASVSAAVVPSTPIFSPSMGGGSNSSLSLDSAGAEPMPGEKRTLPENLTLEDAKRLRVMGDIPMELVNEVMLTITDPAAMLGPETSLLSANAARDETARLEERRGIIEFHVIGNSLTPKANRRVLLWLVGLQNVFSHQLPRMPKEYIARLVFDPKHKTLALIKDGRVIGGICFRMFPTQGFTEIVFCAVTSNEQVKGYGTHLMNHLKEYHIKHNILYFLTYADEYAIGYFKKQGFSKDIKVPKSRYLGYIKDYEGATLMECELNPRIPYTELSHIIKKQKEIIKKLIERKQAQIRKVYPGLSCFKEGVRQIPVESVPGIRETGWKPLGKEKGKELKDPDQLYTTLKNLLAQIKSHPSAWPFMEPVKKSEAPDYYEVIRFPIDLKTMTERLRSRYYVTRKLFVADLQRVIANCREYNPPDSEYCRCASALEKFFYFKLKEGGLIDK
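Free CoA generated was detected with ThioGlo1 (50uM) fluorescence at Ex340nm/Em540nm, read immediately and after 20 min at room temperature. Enzyme, 20 nM in HEPES pH 7.5 buffer, saw compounds 15 min before adding 75uM H3(1-25) peptide and 70uM acetyl-CoA.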
* = called active by the depositor; ? = inconclusive; nt = no result given; & = joins results of further samples; [ ] = dose if it differs, or a comment. Calls come from the whole dose curve; as a rule, active = well fitted curve in the direction sought with a large enough effect; inconclusive = small, poorly fitted or top-dose-only effect, or another doubt; inactive = no such curve, though single readings can be large; an effect the other way counts as inactive or inconclusive. % is set by controls: 0 for no effect and ±100 for the full control effect; potency is the fitted concentration of half-maximal effect. A portion of the library; rates above refer to the full screens.

smiles | FEN1 inh | TDP1 cell CPT | GCN5L2 inh
COc1ccc(-c2nnc(SCC(=O)c3ccc[nH]3)n2-c2ccccc2)cc1 | 14% | -18% | 3%
Cc1cccc(S(=O)(=O)Nc2cccc(-c3ccc(N4CCCCC4)nn3)c2)c1 | -15% | ? | 1%
CCC(c1nnnn1C1CCCC1)N1CCN(c2ccccc2F)CC1 (stereo unspecified) | 6% | -17% | -3%
CC1CCN(c2ccc([N+](=O)[O-])cc2C(=O)O)CC1 | 5% | -12% | 25%
COc1cc(CC(=O)NCCCc2ccccc2)cc(OC)c1OC | 5% | ? | -3%
CCN(CC(=O)Nc1c(F)cccc1F)C(=O)c1cc2c(cc1Cl)N1CCCCCC1=NS2(=O)=O | 7% | -1% | 3%
CCOC(=O)c1[nH]nc(-c2c(O)cc(C)cc2O)c1-c1csc(C)n1 | 8% | -6% | -5%
CC(C)Oc1ccc(C(CCNCc2ccc(O)cc2)c2ccccc2)cc1 (stereo unspecified) | -19% | 5.8µM* | -11%
CC(C)CCN1CCC(n2nccc2NC(=O)C2CCOC2)CC1 (stereo unspecified) | 17% | -12% | -2%
O=C(COC(=O)C1c2ccccc2Oc2ccccc21)Nc1ccc2c(c1)OCO2 | 1% | ? | -11%
CCn1c(=O)c(C(=O)NNC(=O)c2ccc(Cl)cc2Cl)c(O)c2ccccc21 | 6% | ? | -5%
Cc1cc2n(n1)SC(Nc1ccccc1)N2 (stereo unspecified) | -1% | 2% | -3%
COc1ccc(C2CC(=O)c3cc(-c4nc(-c5cccc([N+](=O)[O-])c5)cs4)c(=O)n(-c4ccccc4C)c3C2)cc1 (stereo unspecified) | 7% | -29% | -16%
CCOc1ccccc1C1CC(=O)Nc2cc3c(cc21)OCCO3 (stereo unspecified) | -9% | 1µM* | -2%
COc1ccc(N2CCN(S(=O)(=O)c3cc4c5c(c3)C(C)C(=O)N5CCC4)CC2)cc1 (stereo unspecified) | -10% | ? | -4%
O=C(C1CCCO1)N1CCC(O)(c2ccccc2)CC1 (stereo unspecified) | -5% | 3% | -2%
O=C(O)c1ccccc1-c1ccccc1C(=O)Nc1ccc(-c2nc3cc(Cl)ccc3o2)cc1 | -4% | -3% | -21%
COc1n[nH]c(C(=O)Nc2nc3ccccc3s2)c1[N+](=O)[O-] | 0% | -30% | -3%
COc1nc(C)cc(C)c1S(=O)(=O)c1ccc(Cl)cc1 | -13% | -5% | 8%
O=C(O)CSc1cnc2ccccc2n1 | 1% | 1% | -13%

A portion from the list above:
smiles | FEN1 inh | TDP1 cell CPT | GCN5L2 inh
COc1ccc(-c2nnc(SCC(=O)c3ccc[nH]3)n2-c2ccccc2)cc1 | 14% | -18% | 3%
Cc1cccc(S(=O)(=O)Nc2cccc(-c3ccc(N4CCCCC4)nn3)c2)c1 | -15% | ? | 1%
CCC(c1nnnn1C1CCCC1)N1CCN(c2ccccc2F)CC1 (stereo unspecified) | 6% | -17% | -3%
CC1CCN(c2ccc([N+](=O)[O-])cc2C(=O)O)CC1 | 5% | -12% | 25%
COc1cc(CC(=O)NCCCc2ccccc2)cc(OC)c1OC | 5% | ? | -3%
CCN(CC(=O)Nc1c(F)cccc1F)C(=O)c1cc2c(cc1Cl)N1CCCCCC1=NS2(=O)=O | 7% | -1% | 3%
CCOC(=O)c1[nH]nc(-c2c(O)cc(C)cc2O)c1-c1csc(C)n1 | 8% | -6% | -5%

Other results:
smiles | FEN1 inh | TDP1 cell CPT | GCN5L2 inh
COc1ccc(-c2cn3cccnc3n2)cc1NC(=O)COc1ccccc1 | -3% | 21µM* | -24%
Cc1ccc(-c2cc3nn(-c4ccccc4)c(N)c3c(=O)o2)cc1 | -8% | ? | -2%
COc1ccc(-n2nnnc2SCC(=O)Nc2nnc(C)s2)cc1OC | 6% | ? | 6%
CSc1cccc(NC(=O)Nc2ccccc2OCc2cc(=O)n3cc(C)ccc3n2)c1 | 15% | 23µM* | -4%
C=CCNC(=O)COC(=O)c1ccc(Cl)c(S(N)(=O)=O)c1 | 1% | 7% | -5%
CC1(C)CC2CC(C)(CN2C(=O)c2cc(-c3ccc(O)cc3)on2)C1 (stereo unspecified) | ? | -14% | -12%
CSc1nc2cc(C)nn2c(-c2ccc(C(C)(C)C)cc2)c1C#N | 17% | -9% | -2%
O=P(O)(O)CCP(=O)(c1ccccc1)c1ccccc1 | 9% | 4% | -3%
CCCSCCCNC(=O)C1CCN(c2nn3cc(-c4ccc(F)cc4)nc3s2)CC1 | -2% | 5.2µM* | -1%
Cn1c(SCC(=O)NCc2ccccc2)nc2ccccc21 | -1% | -28% | -4%
O=C(CCNC(=O)c1ccccc1Cl)Nc1nc2ccc(F)cc2s1 | -1% | ? | -6%
O=C(NCCC1CCCCN1S(=O)(=O)c1ccccc1)C(=O)NCC1CCCO1 (stereo unspecified) | -9% | 6% | 1%
COc1cc2[nH]c3c(=O)n4c(nc3c2cc1OC)SCCC4 | -33% | ? | -19%
O=C(Nc1ccccc1N1CCCC1)c1ccc(Br)o1 | -1% | ? | -12%
CN(CC(=O)Nc1cccc(S(=O)(=O)N2CCCC2)c1)Cc1ccccc1 | 1% | -25% | -17%
CCOC(=O)/C=C/CN(C(=O)OC(C)(C)C)S(=O)(=O)N1CC=CC1 | 11%&4% | -2% | -9%
Brc1ccc(-c2csc(N/N=C/c3ccco3)n2)cc1 | -15% | ? | 0%
CC(=O)c1ccc(S(=O)(=O)N(C)CCCC(=O)N(C)Cc2ccccc2F)cc1 | 7% | -5% | -1%
C=CCN(C(=O)CNC(=O)c1ccco1)C(C(=O)NC1CCCCC1)c1ccccc1F (stereo unspecified) | 0% | -20% | -3%
O=C(CSc1n[nH]c(-c2ccccc2O)n1)N1CCOCC1 | -2% | -8% | -14%

Later entries:
smiles | FEN1 inh | TDP1 cell CPT | GCN5L2 inh
Cc1ccc(S(=O)(=O)c2c(N)n(CCN3CCOCC3)c3nc4ccccc4nc23)cc1C | 7% | -3% | -3%
COc1cc(C(=O)N2CCc3c([nH]c4ccccc34)C2c2ccc(C)cc2)cc(OC)c1OC (stereo unspecified) | -1% | 16µM* | -6%
COc1ccc(NCc2cc3ccc(OC)cc3n(CC(=O)Nc3cccc(OC)c3)c2=O)cc1 | 16% | nt | -3%
CCOc1ncccc1C(=O)Nc1ccc(Cl)cc1 | -16% | ? | -4%
O=C(COC(=O)Cc1ccccc1[N+](=O)[O-])NCc1ccc(Cl)cc1 | -1% | -24% | 6%
COc1ccc(C2NC(=O)N(C)C3=C2C(=O)N(c2ccc(C(=O)O)cc2)C3)cc1 (stereo unspecified) | -11% | -7% | 3%
N#CCCCn1c(O)c(N=NC(=O)C(O)c2ccccc2)c2ccccc21 (stereo unspecified) | -8% | 7% | -6%
Cc1cc(C)nc(SCC(=O)N(C)CC(=O)Nc2ccccc2Br)n1 | -2% | 6% | -7%
O=C(c1ccc(CSc2nc3ccncc3n2Cc2ccc(F)cc2)cc1)N1CCCCCC1 | -12% | ? | -3%
CC(C)(C)c1ccc(C(=O)Nc2ccccc2C(=O)OCc2cc(=O)n3ccsc3n2)cc1 | 0% | -6% | 27%
O=c1c(Cc2ccc(Cl)cc2Cl)c(O)ccn1CCCN1CCOCC1 | 49%[activator] | 14% | -10%
COC(=O)c1c(NC(=O)CSc2nnnn2-c2ccccc2)sc2c1CCCC2 | -11% | ? | -4%
NC(=O)c1cnn2c(C(F)(F)F)cc(-c3ccc(F)cc3)nc12 | -21% | -28% | 0%
C=CCN(c1ccc(F)cc1)S(=O)(=O)c1cc(C(=O)NC2CCC(O)CC2)ccc1Cl (stereo unspecified) | 12% | ? | -3%
O=C(COc1ccccc1)Nc1nonc1NC(=O)COc1ccccc1 | 6% | 0% | 0%
O=C(Nc1ccc(S(=O)(=O)Nc2nccs2)cc1)c1cnc(Cl)c(Cl)c1 | 13% | ? | -16%
Cc1ccc(NCc2nnc(SCC(=O)N3CCCCC3)n2CC2CCCO2)c(C)c1 (stereo unspecified) | -4% | 1% | nt
CCOC(=O)N1CCN(c2cc3[nH]c(=S)[nH]c3cc2F)CC1 | 9% | ? | -12%
CCn1nnnc1Oc1ccc(Cl)cc1 | 0% | -2% | -4%
COC(=O)C1=CN(c2cccc(C(F)(F)F)c2)C=C(C(=O)OC)C1c1ccc(O)c(OC)c1 | -26% | ? | 1%

(further entries)
smiles | FEN1 inh | TDP1 cell CPT | GCN5L2 inh
S=C(NC1CCCCC1)N1CCOCC1 | -1% | 17% | -1%
COc1ccc(CNC(=O)C2CCC(CNS(=O)(=O)c3cccc4nsnc34)CC2)cc1 (stereo unspecified) | -4% | 1% | -1%
O=C(/C=C/c1cccs1)Nc1cccnc1 | -9% | -16% | 0%
C=CCN(CC=C)CCOc1ccccc1 | 1% | 0% | -3%
Oc1ccc(Cl)cc1CNCc1ccc(F)c(F)c1 | -23% | ? | 0%
COc1cccc(NC(=S)N(CCC(C)C)C(C)c2ccncc2)c1 (stereo unspecified) | 16% | 4% | 2%
CCCc1ncc(CN2CCCCC2C(=O)Nc2ccc(Oc3ccccc3)nc2)cn1 (stereo unspecified) | 13% | -25% | nt
O=C(NNC(=O)c1ccccc1-n1cccc1)c1cncc(Br)c1 | 0% | -7% | 0%
CC(=O)Nc1cccc(Oc2ccc3c(c2)C(=O)NC3=O)c1 | 2% | -20% | ?
C/C(=N\Nc1cccc2cccnc12)c1ccc(N)cc1 | ? | -28% | -3%
Cc1noc(C)c1COc1ccc(C(=O)OCC(=O)NC(=O)C2COc3ccccc3O2)cc1 (stereo unspecified) | -2% | 5% | 0%
CC1(C)C2([N+](=O)[O-])CN3CC1([N+](=O)[O-])CN(C2)C31CCCC1 | -1% | -14% | -6%
CCN(CC)S(=O)(=O)c1cccc(NC(=O)COC(=O)C2COc3ccccc3O2)c1 (stereo unspecified) | -22% | -9% | -5%
CC(C)Cn1c(N)c(C(=O)COC(=O)c2cc(C(F)(F)F)nc3ccccc23)c(=O)n(C)c1=O | -13% | 8.2µM* | -11%
Cc1nc2c(-c3ccccc3)c(C)nn2c(C)c1CCC(=O)N1CCOCC1 | -16% | -6% | -2%
C=CCNC(=S)N/N=C/c1ccc(C)c([N+](=O)[O-])c1 | -10% | 15µM* | -7%
c1ccc2c(c1)nc(CN1CCOCC1)n1c3ccccc3nc21 | 4% | 13µM* | nt
COc1ccc(NC(=O)Nc2ccc3c(c2)C(=O)N([C@@H](C)CO)C[C@@H](C)[C@@H](CN(C)CC2CCCCC2)O3)cc1 | ? | ? | 1%
CC(=O)OCC(OC(C)=O)C(OC(C)=O)C(OC(C)=O)C(=O)Nc1ccccc1C (stereo unspecified) | 5% | 0% | -4%
O=C1[C@H]2[C@@H](c3ccc(Cl)cc3)N3C(=O)N(c4cccc(Br)c4)C(=O)[C@@]3(Cc3ccc(Cl)cc3)[C@H]2C(=O)N1C1CCCCC1 | 15% | ? | -8%

The results go on:
smiles | FEN1 inh | TDP1 cell CPT | GCN5L2 inh
CC(=O)Nc1ccccc1C(=O)N1CCc2ccccc21 | -2% | 4% | -2%
COc1ccc(OC)c(S(=O)(=O)N2CCN(C(=O)c3ccco3)CC2)c1 | -7% | 10% | -5%
CCOC(=O)N=Nc1c(O)n(CC)c2ccccc12 | -4% | -23% | -10%
CCCOc1ccc(-c2nc(C#N)c(N3CCc4ccccc4C3)o2)cc1 | 4% | ? | -7%
Nc1nnc(CCCCCCCCCCc2nnc(N)s2)s1 | 7% | -18% | 2%
CCN(CC)CCOC(=O)c1ccc(N/C=C(/C#N)c2nc(-c3ccc(OC)cc3)cs2)cc1 | ? | 4.1µM* | -10%
Cc1ccc(NC(=O)CCc2nc(-c3ccccc3F)no2)c(C)c1 | 22% | ? | -2%
O=C(CSC(=S)N1CCCCC1)Nc1nc(-c2ccccc2)c(-c2ccccc2)o1 | -14% | ? | -9%
CCOC(=O)c1cc(NC(=O)c2ccoc2C)cc(C(=O)OCC)c1 | -20% | ? | -13%
Cc1ccc(NC(=O)CN2C(=O)COc3ccc(S(=O)(=O)N4CCOCC4)cc32)cc1N(C)C | 2%&5% | -24%&-28% | -14%&2%
O=C(N/N=C\c1ccc(OC(=O)c2cccs2)cc1)c1ccc(Cl)cc1 | -35% | ? | -13%
CCN(CC)c1ccc(S(=O)(=O)N2CCOCC2)cc1NC(=O)CN1CCc2ccccc2C1 | -5% | 4.6µM* | 9%
CCN(CC)S(=O)(=O)c1cccc(NC(=O)C2CC(=O)N(c3ccc4c(c3)OCCO4)C2)c1 (stereo unspecified) | -3% | 9% | -1%
COc1cc(NC(=O)C2CCCO2)c(OC)cc1Cl (stereo unspecified) | 3% | 19% | -8%
COc1ccc(-c2cccc(-c3cc(=O)oc4cc(OC)c(OC)c(OC)c34)c2)cc1 | -24% | ? | ?
CCN1C(=O)C(O)(CC(=O)c2ccc(-n3cccc3)cc2)c2ccccc21 (stereo unspecified) | 1% | ? | -2%
